EphA4 KYL inhibition: EphA4 ligand-binding antagonists – biochemical, colorimetric, mouse EphA4, primary screen (AID 689); EphA4-AP binding to KYL peptide, pNPP A405; higher % means a stronger effect; actives 0.1% (n = 62,000); inhibition, % at 10 µM; hits with a dose series show IC50 in µM; in the data active = a potency from the dose series; inactive = the rest, 99 in 100 with inhibition below about 22%
* hit, by the source's call; & = joins results of further samples. Not all compounds are listed; rates above refer to the full screens.

item	EphA4 KYL inhibition	Structure
1	-7%	Cc1nc2ccccn2c1C(=O)CSc1ccccc1Cl
2	-5%	COC(=O)Cc1nc2ccccc2[nH]1
3	2%	Cc1ccc(C)c(N2CCN(C(=O)CCCOc3cc(=O)n(C)c4ccccc34)CC2)c1
4	3%	Cc1occc1-c1nnc(SCC(=O)c2c(N)n(Cc3ccccc3)c(=O)n(C)c2=O)n1C
5	-9%	CCCCNC(=O)COC(=O)c1cc2c(C)nn(-c3ccccc3)c2s1
6	9%	Cc1ccc(S(=O)(=O)Oc2ccc(/C=C3\N=C(c4cccc(C)c4)OC3=O)cc2)cc1
7	-7%	CCCCN(CCCC)C(=O)CCS(=O)(=O)c1ccc2c(c1)n(C)c(=O)c(=O)n2C
8	-2%	O=C(C1CC1)N1CCN=C1SCc1cccc(C(F)(F)F)c1
9	0%	Cc1nc(-c2cn[nH]c2)c2cc(C)oc2n1
10	-6%	CC(C)(C)C1=NN(C(=O)c2ccccc2)C(O)(C(C)(C)C)C1 (stereo not drawn)
11	-8%	O=c1[nH]ncn2cccc12
12	-9%	C=CCSc1cc(C)nc2c(-c3ccc(Cl)cc3)c(C)nn12
13	3%	CC(=O)Nc1ccc(S(=O)(=O)NNC(=O)COc2cccc(C)c2)cc1
14	8%	CSc1ccc(Cl)c(C(=O)NCCOc2cc(C(C)C)ccc2C)c1
15	-1%	CN(C)/C=N/c1c(C#N)cnn1-c1nc2ccccc2s1
16	5%	O=C(Nc1cccnc1)C1CCCN(S(=O)(=O)c2cccc3nsnc23)C1 (stereo not drawn)
17	-11%	CC(c1nnc(SCC(=O)N2CCc3ccccc32)n1-c1ccc(Cl)cc1)N(C)C (stereo not drawn)
18	-10%	Cc1ccc(-n2nc3c(c2NC(=O)c2ccccc2Br)CS(=O)C3)cc1 (stereo not drawn)
19	-2%	COC(=O)C1=C(C)N(c2ccc(C)cc2)/C(=C\c2ccc(OCC(=O)Nc3ccccc3Cl)cc2)C1=O
20	8%	CCOc1ccc(OCC)c(N=c2oc3c(C)ncc(CO)c3cc2C(N)=O)c1

Entries 16–20 of the list above:
item	EphA4 KYL inhibition	Structure
16	5%	O=C(Nc1cccnc1)C1CCCN(S(=O)(=O)c2cccc3nsnc23)C1 (stereo not drawn)
17	-11%	CC(c1nnc(SCC(=O)N2CCc3ccccc32)n1-c1ccc(Cl)cc1)N(C)C (stereo not drawn)
18	-10%	Cc1ccc(-n2nc3c(c2NC(=O)c2ccccc2Br)CS(=O)C3)cc1 (stereo not drawn)
19	-2%	COC(=O)C1=C(C)N(c2ccc(C)cc2)/C(=C\c2ccc(OCC(=O)Nc3ccccc3Cl)cc2)C1=O
20	8%	CCOc1ccc(OCC)c(N=c2oc3c(C)ncc(CO)c3cc2C(N)=O)c1

Further entries
item	EphA4 KYL inhibition	Structure
21	-4%	CC(=O)N1c2ccccc2N(Cc2ccc([N+](=O)[O-])cc2)C(=O)C1(C)C
22	-3%	CC1(C)Cc2ccccc2-c2n[nH]c(=S)n21
23	-3%	CCOC(=O)C1CCCN(C(=O)C2CCC(CNS(=O)(=O)c3ccc(NC(C)=O)cc3)CC2)C1 (stereo not drawn)
24	-7%	CCC(=O)Nc1nc2ccccc2n1Cc1ccccc1
25	0%	Nc1ccc(NC(=O)c2cccs2)c(Cl)c1
26	-9%	O=C(CCCc1cccs1)N1CCN(S(=O)(=O)c2ccccc2Br)CC1
27	6%	O=c1[nH]cnc2scc(-c3ccsc3)c12
28	-6%	N#Cc1ccccc1N=Cc1ccc(Cl)cc1Cl
29	6%	O=C(O)C1C2CCC(C2)C1C(=O)NCc1ccccn1 (stereo not drawn)
30	-8%	O=C(Nc1nccs1)c1cc(N2CCOCC2)nc2ccccc12
31	12%	CCOC(=O)c1nc(C)n(-c2cc(Cl)ccc2Cl)n1
32	-4%	Cc1nc(NCCCn2ccnc2)c2ccccc2n1
33	-16%	COc1ccc(S(=O)(=O)N(CC(=O)N2CCN(C)CC2)c2ccc(C)cc2)cc1OC
34	-6%	CCCc1ccc(OCc2ccc(C(=O)N/N=C/c3cccc([N+](=O)[O-])c3)o2)c(OC)c1
35	-2%	Cc1ncoc1C(=O)Nc1ccc2c(c1)OCCO2
36	-3%	COCCNC(=O)c1ccc(CS(=O)(=O)c2ccccc2)o1
37	4%	COc1ccc(C(N)CCc2ccco2)cc1 (stereo not drawn)
38	-7%	O=C(NCC1CCCO1)/C(=C\c1ccc(Cl)cc1)NC(=O)c1ccccc1 (stereo not drawn)
39	-9%	Cc1cccc(Nc2nn3c(=O)c4ccccc4nc3s2)c1
40	4%	CCC(C)NC(=O)CSc1nc(-c2cccs2)cc(C(F)(F)F)n1 (stereo not drawn)

Laid out differently: results already given
nr | Molecule | EphA4 KYL inhibition
24 | CCC(=O)Nc1nc2ccccc2n1Cc1ccccc1 | -7%
37 | COc1ccc(C(N)CCc2ccco2)cc1 (stereo not drawn) | 4%
38 | O=C(NCC1CCCO1)/C(=C\c1ccc(Cl)cc1)NC(=O)c1ccccc1 (stereo not drawn) | -7%

(continued)
item	EphA4 KYL inhibition	Structure
41	-3%	CCC(=O)N1CCc2cc(S(=O)(=O)CCC(=O)Nc3ccc(F)c(F)c3)ccc21
42	-4%	c1ccc2c(CN3CCOCC3)c3ccccc3c(CN3CCOCC3)c2c1
43	-6%	CC(=O)C1=NOC(CNC(=O)c2c(-c3ccccc3Cl)noc2C)C1 (stereo not drawn)
44	1%	Cc1cc(-c2nc3ccccc3o2)c2ccccc2n1
45	-20%	COc1ccc(CC(C(=O)Nc2cccc(F)c2)c2nn[nH]n2)c(OC)c1 (stereo not drawn)
46	-12%	O=C(CCNS(=O)(=O)c1ccc2c(c1)CCC(=O)N2)NCc1cccnc1
47	-10%	O=[N+]([O-])c1ccccc1S(=O)(=O)Nc1ccccc1
48	-11%	CCOC(=O)c1oc2cc(O)ccc2c(=O)c1-c1ccc(OC)cc1
49	-13%	Cc1ccnn1CC(=O)N/N=C/c1ccco1
50	0%	CCOc1ccc(NC(=O)CSc2nc3ccccc3[nH]2)cc1
51	1%	CC(C)Oc1ccc(CSC(=N)N)cc1
52	-6%	Cc1cc(C)c2c(=O)[nH]c(SCC(=O)Nc3ccc(N(C)C)cc3)nc2n1
53	-4%	COc1cc(NC(=O)CN(c2ccc(C)cc2)S(=O)(=O)c2c(C)nn(C)c2C)cc(OC)c1
54	6%	O=C1c2ccccc2C(Nc2ccc(S(=O)(=O)N3CCOCC3)cc2)N1c1cccnc1 (stereo not drawn)
55	-1%	O=C1CS/C(=C\S(=O)(=O)c2ccc(Cl)cc2)N1
56	-1%	COC(=O)c1c(NC(=O)CSc2nnnn2-c2ccccc2)sc2c1CCC(C)C2 (stereo not drawn)
57	-11%	Cc1ccc(/C=C2\SC(=S)N(CCCC(=O)Nc3ccccn3)C2=O)cc1
58	-7%	O=C(CCCc1ccccc1)N1CCN(c2ccc([N+](=O)[O-])cc2)CC1
59	6%	Cc1ccc(CCNC(=O)C2CCCN(S(=O)(=O)c3c(C)noc3C)C2)cc1 (stereo not drawn)
60	2%	O=[N+]([O-])c1cc(-c2cnc3ccccc3n2)ccc1Oc1ccc(F)cc1

The list goes on (three carried over from the part before).
item	EphA4 KYL inhibition	Structure
58	-7%	O=C(CCCc1ccccc1)N1CCN(c2ccc([N+](=O)[O-])cc2)CC1
59	6%	Cc1ccc(CCNC(=O)C2CCCN(S(=O)(=O)c3c(C)noc3C)C2)cc1 (stereo not drawn)
60	2%	O=[N+]([O-])c1cc(-c2cnc3ccccc3n2)ccc1Oc1ccc(F)cc1
61	-17%	Cc1nc(S(=O)(=O)c2cccc(Cl)c2)nc2c1CCC2
62	-1%	O=C(c1ccco1)N(CCC(c1ccccc1)c1ccco1)Cc1ccc(F)cc1 (stereo not drawn)
63	-5%	CC(=C(C#N)C#N)c1ccc2c(c1)OCO2
64	-15%	O=C1CCC(C(=O)OCC(=O)C23CC4CC(CC(C4)C2)C3)N1 (stereo not drawn)
65	8%	NC1C2CN(c3nc4c(cc3F)c(=O)c(C(=O)O)cn4-c3ccc(F)cc3F)CC12 (stereo not drawn)
66	-9%	CC(NC(=O)COC(=O)CCNC(=O)c1ccco1)C12CC3CC(CC(C3)C1)C2 (stereo not drawn)
67	-14%	O=C1C(=O)N(CCO)C(c2ccc(Br)cc2)/C1=C(\O)c1ccc(Cl)cc1 (stereo not drawn)
68	4%	O=C1N(S(=O)(=O)c2ccccc2F)C(=O)C2(CCCC2)N1S(=O)(=O)c1ccccc1F
69	0%	CC(=O)N1CCN(S(=O)(=O)c2ccc(C)cc2)C1c1ccc(N(C)C)cc1 (stereo not drawn)
70	12%	CCOc1ccc(C(=O)Nc2ccc3oc(-c4ccccc4Cl)nc3c2)cc1
71	-1%	COC(=O)c1[nH]c2ccc(C)cc2c1NC(=O)Nc1ccccc1OC
72	-6%	O=S(=O)(/N=C(/Nc1ccccn1)c1ccccc1)c1ccccc1
73	-12%	Cc1ccccc1/C=N/N1CCN(Cc2cccc3ccccc23)CC1
74	4%	Cc1cc(C(=O)N2CCN(c3cccc(Cl)c3)CC2)ccc1[N+](=O)[O-]
75	-3%	Cc1ccccc1NC1(C#N)C(=O)Nc2ccccc21 (stereo not drawn)
76	-8%	CC(C)C(=O)Nc1ccc(C(=O)NNC(=O)NC2CCCCC2)cc1
77	-31%	O=C(CSc1nc2ccccc2[nH]1)c1cccs1
78	0%	Cc1ccc(S(=O)(=O)Nc2ccc(OC(=O)c3ccc(Cl)cc3)cc2)c(C)c1
79	-15%	CCCCn1c(SC(C)C(=O)c2ccc(OC)cc2)nc2cc(S(N)(=O)=O)ccc21 (stereo not drawn)
80	3%&-16%	FC(F)(F)c1ccc(/C=N/N2CCN(Cc3cccc4ccccc34)CC2)cc1
81	4%	Cc1ccc(S(=O)(=O)N2CCN(Cc3cc(C(C)C)ccc3O)CC2)cc1
82	1%	Cc1ccccc1-n1ncc2c(SCC(=O)NCc3cccs3)ncnc21
83	-4%	Cc1cc2oc(C(=O)N(Cc3ccccc3)C3CCS(=O)(=O)C3)cc(=O)c2cc1Cl (stereo not drawn)
84	-4%	CC(=N\Nc1ccc(Cl)cc1)/C(=N/O)C(=O)Nc1ccccc1
85	-4%	C1=C(C(c2nnnn2C2CCCCC2)N2CCCCC2)COc2ccccc21 (stereo not drawn)
86	1%	COc1ccc(C(=O)N/C(=C\c2cccc3ccccc23)C(=O)NCCc2c[nH]c3ccccc23)cc1OC
87	-17%	Cc1ccc(C(=O)Nc2nnc(-c3cccs3)s2)cc1C
88	-10%	CC(=O)OCCCN1c2ccccc2Nc2nnc(-c3ccccc3)cc21
89	-3%	Cc1nc(N2CCN(c3ccccc3)CC2)[nH]c(=O)c1Cc1cccc2ccccc12
90	2%	CCOc1cc(/C=N\NC(=O)c2ccc(NC(=O)CC)cc2)ccc1OC(=O)c1ccccc1
91	-4%	O=C(Cc1cccc2c(S(=O)O)cccc12)NC(c1ccccc1)c1ccccc1
92	-8%	CC(C)(C)c1ccc(S(=O)(=O)NCc2ccc(C(=O)N3CCCC3)cc2)cc1
93	1%	COC(=O)CN1C(=O)S/C(=C/c2ccc(N3CCCCC3)o2)C1=O
94	-13%	COc1cc(OC)c(NC(=S)Nc2cccc(C(C)=O)c2)cc1Cl
95	5%	Cn1ccnc1Sc1nc(Nc2cccc(Cl)c2)nc(N2CCOCC2)n1
96	31%	O=C1/C(=C/c2ccc(I)o2)SC(=S)N1c1ccccc1
97	-10%	O=C(CCC(=O)c1cccs1)OCC(=O)c1ccc(Cl)s1
98	-8%	Nc1cc(=O)nc(SCC(=O)Nc2cccc3ccccc23)n1CCc1ccccc1
99	-5%	COc1ccc(Nc2cc(C)nc3ncnn23)c(OC)c1
100	-17%	C=CCn1c(Sc2nnc(C)s2)nc2c1c(=O)[nH]c(=O)n2C
101	0%	COC(=O)[C@H](CCSC)NC(=O)Nc1ccc(C(C)C)cc1

Rewritten as tab-separated lines: entries from further up.
entry	smiles	EphA4 KYL inhibition
89	Cc1nc(N2CCN(c3ccccc3)CC2)[nH]c(=O)c1Cc1cccc2ccccc12	-3%
87	Cc1ccc(C(=O)Nc2nnc(-c3cccs3)s2)cc1C	-17%
101	COC(=O)[C@H](CCSC)NC(=O)Nc1ccc(C(C)C)cc1	0%
95	Cn1ccnc1Sc1nc(Nc2cccc(Cl)c2)nc(N2CCOCC2)n1	5%

Screening results (PubChem)
